PPC-1+TRAIL kill = compounds killing PPC-1 cancer cells with TRAIL present, primary screen, TRAIL potentiator project, ATPLite luminescence, uHTS; PPC-1 cells + TRAIL, ATPLite viability luminescence; actives 0.41% (n = 220,000); cell killing (% activity), % at 4 µM;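 active = cell killing above 50% in the first pass at 4 µM, then a duplicate retest at 5 µM averaging 50% or more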;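 note: plate controls were cells with TRAIL plus DMSO for no effect and medium-only wells lacking cells for full effect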
CHOP inh = inhibitors of CHOP promoter induction, primary screen, cell-based, unfolded protein response, luciferase reporter; inhibition, % at 10 µM; CHO-K1 CHOP-promoter luciferase, tunicamycin-induced, 15-18 h; actives 3.8% (n = 220,000);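 active = compounds that reduced the stress-induced luciferase reporter signal by more than about 70% of percent inhibition, limit read from the data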;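 note: 0% = tunicamycin plus vehicle and 100% = wells without tunicamycin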
Mdm2 ligase inh = MDM2-luciferase reporter signal enhancers, primary screen, MDM2 E3 ligase inhibitor project, cell-based, luminescence, 1536-well; signal enhancement, % at 5 µM; E3 ubiquitin-protein ligase Mdm2 (Homo sapiens), Q00987; actives 0.11% (n = 210,000); AID 1230, 2008; cell-based MDM2 ubiquitination luciferase reporter, 2 h; 0 = plate control, 100 = twice control, blank-subtracted;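 active = signal enhancement of 30% or more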;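 note: luminescence tracks abundance of the self-degrading MDM2-luciferase fusion protein; higher signal means inhibition of MDM2 E3 ligase activity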
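Timing – 2 h compound exposure at 37 °C · Assay system – mammalian cells stably expressing self-ubiquitinating, self-degrading MDM2 E3–luciferase fusion · Amount – 2000 cells seeded into each well · Measure – % luminescence enhancement versus blank-corrected plate control mean · Measured by – SteadyLite luminescence, 15 min reagent step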
TRPML3 ag = human TRPML3 channel agonists, primary screen, cell-based, HEK293 TRPML3-YFP, Fluo-8 calcium fluorescence, 3 µM; Mucolipin-3 (Homo sapiens), Q8TDD5; 100% = the carbachol control signal; activation, % at 3 µM; actives 0.29% (n = 220,000); AID 1448, 2008;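 active = activation above its plate's cutoff, the mean activation of the plate's test wells plus 3 SD, cut at about 12% in these data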;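 note: 0% = DMSO only wells and 100% = carbachol wells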
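Test system – HEK293 line with stable expression of human TRPML3-YFP channel · Control set – carbachol 87 µM final as high control (100%), DMSO as low control (0%) · Signal – Fluo-8 calcium dye fluorescence, ex 470-495, em 515-575 nm · Incubation – 1-h 37 °C dye load, 5-s basal, 120-s post-compound reads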
zfTRPN1 agonist = zebrafish TRPN1 channel agonists, primary screen, cell-based, HEK293, calcium fluorescence. actives 0.18% (n = 220,000). activation, % at 3 µM. HEK293 zebrafish TRPN1-YFP, Fluo-8 calcium fluorescence; 100% = response to 87 µM carbachol;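 active = activation above its plate's cutoff, the mean activation of test wells on that plate plus 3 SD, cut at about 19% in these data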;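 note: 0% = DMSO alone and 100% = 87 µM carbachol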
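Assay system: Zebrafish TRPN1-YFP in HEK293 cells | Incubation: Dye loading 1 h at 37 °C, then 30 min room temperature | Measured by: Kinetic Fluo-8 fluorescence, ex 470-495, em 515-575 nm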
TNF death inh = inhibitors of TNF-alpha triggered necroptosis, primary screen, cell-based, Jurkat FADD-/-, single concentration. Jurkat FADD-/- TNF necroptosis rescue, ATP luminescence, 24 h; 0 = TNF only, 100 = no-TNF cells. AID 463075, 2010. activation (protection from cell death), % at 10 µM. actives 0.068% (n = 220,000);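 active = activation, meaning protection from cell death, of at least 50% relative to plate controls; inactive = activation below 50%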;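 note: necroptosis triggered by 40 ng/mL TNF-alpha added together with compound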
Runt-SMMHC FRET = inhibitors of RUNX1 Runt–CBFb-SMMHC binding, primary screen, biochemical, FRET, Cerulean-Runt, Venus-CBFb-SMMHC, uHTS; Runt-related transcription factor 1 (Homo sapiens) + Core-binding factor subunit beta …; Cerulean-Runt/Venus-CBFb-SMMHC FRET ratio 530/480, 1 h; inhibition, % at 20 µM; actives 0.74% (n = 220,000);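 active = mean inhibition across duplicate retests at 20 µM reaching about 50%, limit read from the data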;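 note: 0% = DMSO wells and 100% = wells with excess untagged CBFb-SMMHC; inhibitors lower the FRET ratio by blocking Runt binding to CBFb-SMMHC; some results filed as inactive read as strong as hits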
Target sequence (Q01196 whole entry, looked up): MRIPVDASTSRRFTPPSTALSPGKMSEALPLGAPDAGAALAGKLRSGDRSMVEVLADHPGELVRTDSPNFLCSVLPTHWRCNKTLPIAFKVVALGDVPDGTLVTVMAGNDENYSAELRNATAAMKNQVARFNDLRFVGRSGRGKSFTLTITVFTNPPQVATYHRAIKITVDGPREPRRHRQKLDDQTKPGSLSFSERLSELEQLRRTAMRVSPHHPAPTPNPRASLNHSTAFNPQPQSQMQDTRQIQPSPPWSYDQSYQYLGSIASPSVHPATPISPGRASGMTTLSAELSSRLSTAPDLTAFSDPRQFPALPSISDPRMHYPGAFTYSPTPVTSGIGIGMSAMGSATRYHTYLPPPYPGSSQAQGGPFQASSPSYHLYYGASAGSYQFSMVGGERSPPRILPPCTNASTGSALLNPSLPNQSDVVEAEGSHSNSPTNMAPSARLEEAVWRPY
Target sequence (Q13951 whole entry, looked up): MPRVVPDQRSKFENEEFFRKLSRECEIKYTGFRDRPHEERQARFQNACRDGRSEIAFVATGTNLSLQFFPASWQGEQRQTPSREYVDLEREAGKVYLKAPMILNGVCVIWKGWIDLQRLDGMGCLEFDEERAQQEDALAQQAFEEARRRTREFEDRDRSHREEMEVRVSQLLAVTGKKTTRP
NCF1 inh = p47phox/p22phox peptide binding inhibitors, primary screen, biochemical, uHTS, NADPH oxidase regulatory subunit | Neutrophil cytosol factor 1 (Homo sapiens), P14598 | fluorescence polarization, 2 h | inhibition, % at 24.7 µM | actives 0.53% (n = 220,000) | AID 1274, 2008;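 active = inhibition above about 30%, limit read from the data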;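 note: 0% = p47phox with labelled peptide and 100% = labelled peptide alone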
EBV gp42 block = Epstein-Barr virus gp42 inhibitors, primary screen, biochemical, uHTS, fluorescence polarization; Fluorescence polarization binding assay, mP read-out; inhibition, % (tested at 21.74 µM); actives 0.42% (n = 220,000); AID 1085, 2008; Glycoprotein 42 (Epstein-Barr virus (strain AG876)), Q1HVG2; in the data active = inhibition above about 50%
Target sequence (Q1HVG2 whole entry, looked up): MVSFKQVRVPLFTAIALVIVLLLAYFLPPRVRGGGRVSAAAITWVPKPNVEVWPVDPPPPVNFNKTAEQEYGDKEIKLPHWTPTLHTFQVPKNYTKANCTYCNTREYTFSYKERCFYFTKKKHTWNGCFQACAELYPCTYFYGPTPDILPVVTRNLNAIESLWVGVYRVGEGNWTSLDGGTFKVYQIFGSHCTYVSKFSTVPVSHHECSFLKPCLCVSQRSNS
* hit, by the source's call; . = no result given.

Start of the listing, in advance (3 entries):
SMILES	PPC-1+TRAIL kill	CHOP inh	Mdm2 ligase inh	TRPML3 ag	zfTRPN1 agonist	TNF death inh	Runt-SMMHC FRET	NCF1 inh	EBV gp42 block
CCCC(CCC(=O)Nc1ccc(S(N)(=O)=O)cc1)C(=O)O (configuration not stated)	-3	21	9	1.5	-0.1	-0.3	0	-1	-14
Cc1ccc(-c2nnn(CCC(=O)N3CCCCC3C)n2)cc1 (configuration not stated)	2	15	-15	0.3	2.7	2.1	-1	-9	-14
CC(C)CCNC(=O)NC(=O)COc1ncnc2sccc12	5	9	-17	0.6	0.7	-3.0	1	-12	-7

All compounds of this part, previewed entries included:
SMILES	PPC-1+TRAIL kill	CHOP inh	Mdm2 ligase inh	TRPML3 ag	zfTRPN1 agonist	TNF death inh	Runt-SMMHC FRET	NCF1 inh	EBV gp42 block
CCCC(CCC(=O)Nc1ccc(S(N)(=O)=O)cc1)C(=O)O (configuration not stated)	-3	21	9	1.5	-0.1	-0.3	0	-1	-14
Cc1ccc(-c2nnn(CCC(=O)N3CCCCC3C)n2)cc1 (configuration not stated)	2	15	-15	0.3	2.7	2.1	-1	-9	-14
CC(C)CCNC(=O)NC(=O)COc1ncnc2sccc12	5	9	-17	0.6	0.7	-3.0	1	-12	-7
O=C(c1cccc(-c2nnc(-c3ccccc3)o2)c1)N1CCCCCC1	-4	-4	-18	-1.4	-0.7	-0.1	-1	-15	-11
COc1ccc(/C=N/N=C2\SC(CC(=O)O)C(=O)N2c2ccccc2)c(OC)c1 (configuration not stated)	23	17	-2	0.1	-0.3	0.7	0	6	11
O=C(Cc1c(F)cccc1Cl)N1CCOCC1	3	8	-4	0.6	-0.2	-0.3	0	1	-13
Nc1nonc1C(=O)NCCc1ccccc1	5	2	-9	1.1	0.5	6.3	-2	2	-12
COc1ccc(CCNC(=O)COc2ccc(S(=O)(=O)N3CCOCC3)cc2)cc1	5	7	-17	0.2	1.2	-0.4	0	-9	-29
Cc1ccc(Cn2nc(C)c(NC(=O)CSc3nc4c(c(C(F)(F)F)n3)CCc3ccccc3-4)c2C)cc1	7	40	-16	1.0	0.2	2.9	-3	50*	0
COc1ccc(C(=O)NC(=S)Nc2ccc3c4c(cccc24)CC3)cc1OC	-3	14	2	0.5	-0.6	0.4	2	-1	-14
Cc1[nH]c(=O)c(C(=O)c2cc(Cl)ccc2O)cc1C(=O)O	0	9	-2	1.1	1.4	-0.3	-1	-6	4
N/C(=N\OC(=O)Cc1cccs1)c1ccc(Br)cc1	12	59	-4	0.0	1.1	1.4	3	0	-5

(further entries)
SMILES	PPC-1+TRAIL kill	CHOP inh	Mdm2 ligase inh	TRPML3 ag	zfTRPN1 agonist	TNF death inh	Runt-SMMHC FRET	NCF1 inh	EBV gp42 block
O=S(=O)(c1ccccc1)N1CCCC1c1nc2ccccc2s1 (configuration not stated)	11	39	-2	-0.1	0.3	-3.5	6	-6	-12
CCOCCCNc1nc2c(C)cccn2c(=O)c1/C=C1\SC(=S)N(CC(C)C)C1=O	13	33	1	0.5	0.3	-3.5	-121	-34	104*
Cc1ccc([N+](=O)[O-])cc1NC(=O)C1CCN(S(C)(=O)=O)CC1	38	15	7	0.6	-0.2	2.1	3	-7	10
CN(CC(=O)NCC1CCCO1)S(=O)(=O)c1cc(Cl)ccc1Cl (configuration not stated)	-4	13	-9	-0.5	1.6	1.7	0	-5	-15
CC(C)(CO)N1CCN(C(=S)Nc2ccccc2)CC1	-8	-13	.	0.7	1.5	1.4	1	-11	0
Cc1ccc2nc(NCC(=O)NN)nc(-c3ccccc3)c2c1	2	-5	-7	0.7	-0.1	0.5	35	-3	0
N#CC1=C(N)OC2=C(C(=O)CCC2)C1C1CC=CCC1 (configuration not stated)	-3	-28	-16	-0.8	-1.5	-3.3	5	-2	-15
O=C(CC1S/C(=N/N=C/c2cccs2)NC1=O)Nc1ccc(Cl)c(Cl)c1 (configuration not stated)	-9	104*	-18	0.6	0.0	2.0	2	-18	3
Cc1cc(NC(=O)C23CC4CC(C2)CC(n2cnc([N+](=O)[O-])n2)(C4)C3)no1	36	-8	-20	1.1	1.9	0.7	-6	-1	0
O=[N+]([O-])c1ccccc1Sc1nccn1Cc1ccccc1	-3	0	-6	-0.5	-1.9	-1.0	2	-1	-10
COc1ccc(NC(=O)Nc2ccc(OC)cc2)cc1	16	-24	-17	0.3	-0.8	0.6	-1	27	-2
COCCNCC(=O)N1CCCCCC1	24	3	-11	1.1	-0.4	0.9	1	-1	-11

Continuation:
SMILES	PPC-1+TRAIL kill	CHOP inh	Mdm2 ligase inh	TRPML3 ag	zfTRPN1 agonist	TNF death inh	Runt-SMMHC FRET	NCF1 inh	EBV gp42 block
CCC(C)C(NC(=O)OC(C)(C)C)C(=O)NC(CC(C)C)C(N)=O (configuration not stated)	26	12	-3	0.7	-0.1	-0.7	-8	-13	-21
Cc1c(Br)c([N+](=O)[O-])nn1CC(=O)Nc1cccc2nonc12	16	6	4	0.4	-0.8	2.0	-6	-15	-7
Cc1cc2cc(CNS(=O)(=O)c3ccc4ccccc4c3)ccc2n1C	11	58	-1	0.8	3.0	-0.2	-10	30	-3
CC(C)(C)c1nc2ccccc2c2nnc(SCC(=O)Nc3nccs3)n12	-19	78*	0	0.1	0.1	-13	2	-5	-13
CCOC(=O)CC1=C(C(=O)OCC)C(c2ccncc2)C(C#N)=C(N)O1 (configuration not stated)	5	-13	4	0.2	0.5	-4.5	0	1	-1
COc1cc(OC)nc(N/N=C(\c2ccccc2)c2ccncc2)n1	14	46	5	-0.2	-2.5	0.6	-1	-2	3
COC(=O)c1ccccc1N=Nc1c(C)n[nH]c1C	-10	16	-8	-0.6	1.4	2.0	-3	-2	-7
O=C(c1cccs1)N1CCN(S(=O)(=O)Cc2ccccc2)CC1	0	-13	-16	0.6	2.3	-0.7	-7	-5	-15
O=C(NCCCN1CCCC1=O)c1ccc2c(c1)NC(=O)c1ccccc1S2	-12	5	5	-0.1	1.0	-0.4	-2	-4	-10
Cc1ccc2c(c1)c1c3n2CC(=C2C(=O)OC(C)(C)OC2=O)NC3CCC1 (configuration not stated)	-7	59	-1	-0.3	0.4	-0.4	-33	-21	13
O=C(c1ccccn1)c1ccc2ccccc2n1	-12	4	2	0.5	2.3	-0.8	-42	0	-5
O=C(CN1CCOCC1)Nc1ccc(Oc2ccc(NC(=O)CN3CCOCC3)cc2)cc1	0	28	-9	1.0	-0.5	-0.3	-2	-8	-7

Entries above that have an NH in an aromatic ring:
SMILES	PPC-1+TRAIL kill	CHOP inh	Mdm2 ligase inh	TRPML3 ag	zfTRPN1 agonist	TNF death inh	Runt-SMMHC FRET	NCF1 inh	EBV gp42 block
Cc1[nH]c(=O)c(C(=O)c2cc(Cl)ccc2O)cc1C(=O)O	0	9	-2	1.1	1.4	-0.3	-1	-6	4
COC(=O)c1ccccc1N=Nc1c(C)n[nH]c1C	-10	16	-8	-0.6	1.4	2.0	-3	-2	-7

Remaining list, next part.
Values in the order – PPC-1+TRAIL kill | CHOP inh | Mdm2 ligase inh | TRPML3 ag | zfTRPN1 agonist | TNF death inh | Runt-SMMHC FRET | NCF1 inh | EBV gp42 block
- O=C(Cn1nnc2ccccc2c1=O)Nc1cc(C(F)(F)F)ccc1N1CCOCC1
    9 | 14 | -5 | 0.7 | 1.7 | -0.7 | -2 | -12 | -19
- CCN(CC)S(=O)(=O)c1ccc(/C=C/C(=O)OCC(=O)c2c(N)n(C)c(=O)n(C)c2=O)cc1
    -8 | -6 | -14 | 1.1 | 0.0 | 0.3 | -9 | -14 | -3
- CCCCS(=O)(=O)C(=C1Nc2ccccc2N1)S(=O)(=O)CCCC
    4 | -10 | -30 | 0.5 | 0.9 | 1.4 | -5 | -4 | 9
- CCOC(=O)C1(CC2CCCCO2)CCN(Cc2c(C)cc(C)cc2-n2cccn2)CC1 (configuration not stated)
    9 | 20 | -9 | 0.1 | -1.1 | 0.0 | -6 | -4 | -5
- COc1ccc(NC(=O)OCCN2CCN(Cc3ccccc3)CCC2=O)cc1
    5 | 7 | . | 0.2 | 0.2 | -0.3 | 2 | -10 | -10
- CC(C)c1nn2c(N)c(/C=C3\C=Nc4ccccc43)c(=O)nc2s1
    16 | -25 | -5 | -0.2 | -0.2 | 3.1 | 17 | -46 | -14
- Cc1ccc(S(=O)(=O)NC(=O)c2cc(C)n(CCCN3CCOCC3)c2C)cc1
    3 | -13 | -22 | 0.7 | 0.3 | -0.1 | 24 | -21 | -18
- O=C(Nc1cc(C(F)(F)F)ccc1Cl)C(Sc1cccc[n+]1[O-])c1ccccc1 (configuration not stated)
    12 | 30 | -40 | -0.2 | 2.2 | 1.6 | -3 | -14 | -17
- O=C(c1ccc(N2CCNCC2)cc1)c1cccnc1
    -18 | 31 | -15 | 0.3 | 0.2 | 0.8 | 1 | 5 | 0
- COc1ccc(NC(=O)CSc2n[nH]c(C)c2[N+](=O)[O-])cc1
    11 | -21 | -15 | 0.1 | -0.3 | 0.5 | 2 | -5 | -11
- CC1CC(C)(C)NC(=S)N1CCC(=O)N1CCc2ccccc21 (configuration not stated)
    18 | -8 | 14 | -0.7 | 0.8 | 0.3 | -3 | 25 | -25
- Cc1cc(C(=O)C[N+]2(C)CCOCC2)c(C)n1-c1ccc(Br)cc1
    -4 | 4 | -15 | 0.4 | 3.0 | 0.3 | 0 | -2 | -9
- COc1ccc(Cc2nc3ccccc3n2CC(=O)N/N=C/c2ccc(C)cc2O)cc1OC
    16 | 104* | . | -0.4 | 1.5 | 3.7 | -2 | 9 | -105
- Cc1ccc(C2(CC(=O)Nc3nccs3)CCOC(C(C)C)C2)cc1 (configuration not stated)
    -5 | 31 | -8 | 0.6 | -0.9 | -3.4 | 6 | -8 | 7
- CC(Oc1ccc(Cl)cc1Cl)C(=O)NCCCN(C)C (configuration not stated)
    0 | 10 | -6 | 1.1 | 0.6 | 2.5 | 2 | -22 | -19
- NC(=O)N1CCC2(CC1)NC(=O)N(c1ccccc1)N2
    14 | 14 | 18 | -0.5 | 0.7 | 0.1 | 0 | -21 | -3
